Source: PubChem (The Scripps Research Institute Molecular Screening Center)
ASK1 primary – inhibitors of human ASK1 kinase | Q99683 | AlphaScreen MKK6 phosphorylation by ASK1, luminescence | inhibition, % at 7.44 µM | 0.99% of 22,000 active | AID 1159602; in the data active = inhibition above about 35%;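 note: 0% = median of compound wells and 100% = no enzyme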
ULK1 primary – human ULK1 kinase inhibition, primary screen; inhibition, % at 5.96 µM; AlphaScreen Atg13 phosphorylation by ULK1, luminescence; AID 1259251; O75385; 1.9% of 30,000 active; in the data active = inhibition above about 43%;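 note: 0% = median of compound wells and 100% = no enzyme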
Target sequence (O75385 whole entry, looked up): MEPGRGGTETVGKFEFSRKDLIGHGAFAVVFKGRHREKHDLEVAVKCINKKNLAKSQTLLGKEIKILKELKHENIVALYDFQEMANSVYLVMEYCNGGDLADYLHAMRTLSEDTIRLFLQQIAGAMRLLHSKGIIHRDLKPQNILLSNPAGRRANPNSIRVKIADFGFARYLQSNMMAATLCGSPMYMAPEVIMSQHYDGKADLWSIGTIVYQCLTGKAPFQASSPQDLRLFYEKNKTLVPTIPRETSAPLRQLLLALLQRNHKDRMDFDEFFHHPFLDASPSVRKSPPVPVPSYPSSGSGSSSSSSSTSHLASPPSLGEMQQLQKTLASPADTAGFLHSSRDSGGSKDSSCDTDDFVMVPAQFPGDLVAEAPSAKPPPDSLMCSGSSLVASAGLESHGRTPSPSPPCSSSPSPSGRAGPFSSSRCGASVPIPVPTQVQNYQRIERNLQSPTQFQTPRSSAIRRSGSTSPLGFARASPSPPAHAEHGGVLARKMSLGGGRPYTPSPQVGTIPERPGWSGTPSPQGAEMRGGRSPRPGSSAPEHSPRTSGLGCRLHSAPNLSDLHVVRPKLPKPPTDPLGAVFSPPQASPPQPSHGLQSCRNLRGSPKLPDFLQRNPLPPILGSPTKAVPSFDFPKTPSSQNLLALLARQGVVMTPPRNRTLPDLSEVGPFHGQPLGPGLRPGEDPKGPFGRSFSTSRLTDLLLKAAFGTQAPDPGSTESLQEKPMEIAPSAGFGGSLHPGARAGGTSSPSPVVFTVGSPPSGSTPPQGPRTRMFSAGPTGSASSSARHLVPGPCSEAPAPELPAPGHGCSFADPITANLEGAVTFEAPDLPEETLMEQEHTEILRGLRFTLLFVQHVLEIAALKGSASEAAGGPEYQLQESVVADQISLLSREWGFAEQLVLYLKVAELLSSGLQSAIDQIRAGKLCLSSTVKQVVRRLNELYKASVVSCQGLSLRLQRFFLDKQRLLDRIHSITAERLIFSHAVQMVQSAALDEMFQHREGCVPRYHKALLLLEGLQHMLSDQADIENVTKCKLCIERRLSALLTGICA
The depositor's hits bear a star; nt = not tested or not shown.

The line under a structure holds: ASK1 primary	ULK1 primary
> C=CCn1c(=O)c(C(=O)Nc2nnc(CC(C)C)s2)c(O)c2ccccc21
    nt	-10
> OC1CCC(Nc2nc(NCc3cccnc3)c3ncn(C4CCCCC4)c3n2)CC1 (stereo unspecified)
    -15	2
> COc1ccc(CCNC(=O)c2ccc3c(c2)CC(c2nc4ccc(-c5ccnc(N)n5)cc4[nH]2)CO3)cc1 (stereo unspecified)
    -40	-110
> CC(=O)NS(=O)(=O)c1ccc(N)cc1
    nt	4
> Nc1nc2c(ncn2COC(CO)CO)c(=O)[nH]1
    nt	-2
> c1ccc(Nc2nc(Nc3cnccn3)nc3nc[nH]c23)cc1
    -9	9
> COc1cc(Nc2nc(NCc3cccc(C(F)(F)F)c3)c3ncn(Cc4ccc(C(F)(F)F)cc4)c3n2)cc(OC)c1OC
    18	1
> COc1ccc(-c2ncc(C(=O)NCc3cccc(C(F)(F)F)c3)s2)cc1
    -8	-20
> COc1ccc(-c2cccc(C(=O)NCc3cccc(C(F)(F)F)c3)c2)cn1
    -4	-15
> Cc1cc(NCCN2CCOCC2)nc(N2CCN(c3ccccn3)CC2)n1
    6	12
> Cc1cncc2cccc(NC3CCN(C(=O)C(N)c4ccc(Br)cc4)C3)c12 (stereo unspecified)
    -15	12
> CCN(CC)c1nc(NCCO)nc(NCc2cccnc2)n1
    -12	3
> O=C1CCCN1CCn1cnc2c(Nc3ccccc3)nc(NCc3cccnc3)nc21
    -10	-13
> Cc1cc(C(C)(C)NC(=O)C(Br)C(C)(C)C)cc(C)n1 (stereo unspecified)
    nt	-10
> O=C(NC1CC1)c1ccc(-c2cccc(C(=O)NC3CCN(Cc4ccccc4)CC3)c2)cc1
    -1	0

The final 5 records of the section above come first, to join the parts:
The line under a structure holds: ASK1 primary	ULK1 primary
> Cc1cncc2cccc(NC3CCN(C(=O)C(N)c4ccc(Br)cc4)C3)c12 (stereo unspecified)
    -15	12
> CCN(CC)c1nc(NCCO)nc(NCc2cccnc2)n1
    -12	3
> O=C1CCCN1CCn1cnc2c(Nc3ccccc3)nc(NCc3cccnc3)nc21
    -10	-13
> Cc1cc(C(C)(C)NC(=O)C(Br)C(C)(C)C)cc(C)n1 (stereo unspecified)
    nt	-10
> O=C(NC1CC1)c1ccc(-c2cccc(C(=O)NC3CCN(Cc4ccccc4)CC3)c2)cc1
    -1	0
> O=C(NCCCN1CCCC1=O)c1cc(N2CCOCC2)nc2ccccc12
    1	5
> COc1cccc(OCC(=O)Nc2ccc3c(c2)OCC(C)(C)C(=O)N3CC(C)C)c1
    nt	-5
> Cc1cnc(N2CCN(c3ccccn3)CC2)nc1NC1CCN(Cc2ccccc2)CC1
    -3	0
> Cc1cc(Nc2ccc(Oc3ccccc3)cc2)nc(-c2c(C)nn(C)c2C)n1
    -6	-15
> Cc1ncn(-c2ccc(Nc3ncc4cccc(-c5ccc(C#N)nc5)c4n3)cc2)n1
    3	12
> CCn1c(C)cc(O)c(C(c2ccccn2)N2CCC(Cc3ccccc3)CC2)c1=O (stereo unspecified)
    nt	9
> CC(C)n1c(-c2ccc(C(N)=O)cc2)nc2c(NCCOc3ccccc3)ncnc21
    2	-10
> COC(CNc1cc(-c2ccccn2)nc(C)n1)OC
    nt	-2
> CCCNc1nc(Nc2cnccn2)nc2c1ncn2-c1ccsc1
    -1	-4
> c1ccc(-n2cnc3c(NCCN4CCOCC4)nc(Nc4ccncn4)nc32)cc1
    10	3
> CC(C)n1c(Nc2cnccn2)nc2c(NCCN3CCOCC3)ncnc21
    -4	19
> O=C(NC1CC1)c1ccc2nc(Nc3nccc4ccccc34)sc2c1
    -27	10
> FC(F)(F)Oc1cccc(-c2cc(NCC3CCCO3)ncn2)c1 (stereo unspecified)
    -9	-3
> O=C1CCCN1CCn1cnc2c(NC3CC3)nc(-c3cccs3)nc21
    4	-3
> C=CCn1c(=O)n(CC=C)c2cc([N+](=O)[O-])c([N+](=O)[O-])cc21
    nt	2

The line under a structure holds: ASK1 primary	ULK1 primary
> CCCNc1nc(NCCCN2CCCC2=O)nc2nc[nH]c12
    15	12
> COc1ccc(Nc2cc(-c3cncc(-c4ccc(F)cc4)c3)nc(C)n2)cc1
    nt	4
> CCN(CC)CCOCCOC(=O)C(CC)(CC)c1ccccc1
    nt	6
> CCN(CC)C(=O)C(=O)N/N=C\c1c(F)cccc1Cl
    nt	-11
> Cc1nc(C)n(-c2ccc(Nc3ncc(Cl)c(-c4cc(F)cc(N5CCOCC5)c4)n3)cc2)n1
    -17	5
> FC(F)(F)c1ccc(Cn2cnc3c(NCc4cccc(C(F)(F)F)c4)nc(-c4csc5ccccc45)nc32)cc1
    0	-11
> O=C(NCCN1CCOCC1)c1ccc2nc(Nc3ccccn3)sc2c1
    -7	7
> CN(C)C(=O)COc1cc(-c2cn[nH]c2)ccc1NC(=O)C1COc2ccc(F)cc2C1 (stereo unspecified)
    3	2
> CN1CCC[C@@H]1CCOC(C)(c1ccccc1)c1ccc(Cl)cc1 (stereo partly specified)
    nt	-3
> Fc1cc(-c2nc(Nc3ccc(N4CCOCC4)cc3)ncc2F)cc(N2CCOCC2)c1
    7	2
> CC(=O)c1cccc(-c2nc(NCc3nc4ccccc4[nH]3)c3ncn(-c4ccccc4)c3n2)c1
    -9	-13
> Cc1cnc(-c2csc3ccccc23)nc1NCc1ccccc1
    -3	-6
> COc1ccc(CC(=O)Nc2ccc(-c3cn[nH]c3)cc2OC2CCN(C)CC2)cc1
    -9	4
> c1ccc(CNc2nc(-c3cccs3)nc3c2ncn3-c2ccccc2)cc1
    2	-14
> Cc1c(NC2=CC(=O)CC(C)(C)C2)c(=O)n(-c2ccccc2)n1C
    nt	0

The line under a structure holds: ASK1 primary	ULK1 primary
> CCCNc1nc(-c2csc3ccccc23)nc2c1ncn2C(C)C
    -14	-13
> Nc1nc(Nc2ccccc2)nc2c1ncn2C1CCCCC1
    -4	-3
> CC(=O)Nc1ccc(NC(=O)c2ccc3nc(-c4cccc(C(C)=O)c4)sc3c2)cc1
    -2	-3
> COc1cc(OC)nc(Oc2ccccc2/C=N/NC(C)=O)n1
    nt	5
> CN1CCN(c2cc(-c3cccc(C(F)(F)F)c3)nc(-c3cccnc3)n2)CC1
    nt	-4
> O=C(COc1cccc2ccc(N3CCCC3)nc12)Nc1ccc2c(c1)OCO2
    nt	1
> CCC(C)CCCCC(=O)NC(CCN)C(=O)NC(C(=O)NC(CCN)C(=O)NC1CCNC(=O)C(C(C)O)NC(=O)C(CCN)NC(=O)C(CCN)NC(=O)C(CC(C)C)NC(=O)C(Cc2ccccc2)NC(=O)C(CCN)NC1=O)C(C)O (stereo unspecified)
    nt	4
> c1ccc2c(-c3nc(NCCN4CCOCC4)c4ncn(C5CCCCC5)c4n3)csc2c1
    16	-47
> Cc1ccc2c(c1)CC(C(=O)Nc1ccc(-c3ccncc3)cc1OCCN(C)C)CO2 (stereo unspecified)
    10	-26
> COc1ccc2c(c1)CC(C(=O)Nc1ccc(-c3cn[nH]c3C)cc1SCCN1CCCC1)CO2 (stereo unspecified)
    6	22
> COc1nc(N)nc(-c2ccc(C(=O)NC3CC3)cc2)n1
    -6	5
> Cc1cc(NC(=O)c2cccc(-n3cc(NC(=O)Cc4ccccc4)cn3)c2)ccc1N1CCOCC1
    -11	-3
> O=C(NC(=S)NCCCNc1ccc([N+](=O)[O-])cc1)c1ccco1
    nt	-12
> COc1ccc(CCNC(=O)c2cnc(-c3ccc(C(N)=O)cc3)s2)cc1
    -11	-3
> CCCNc1nc(N2CCN(c3ccccn3)CC2)nc2c1ncn2-c1ccsc1
    16	5

The line under a structure holds: ASK1 primary	ULK1 primary
> CC(C)C[C@H](O)C(=O)N1CCC(Nc2ccc3[nH]ncc3c2)CC1
    -38	53*
> O=C(NCCc1ccc(O)cc1)c1ccnc(-c2cccs2)c1
    10	-22
> CCOc1ccc(-c2cc(=O)c3cc(NC(=O)c4ccc(OC)cc4)ccc3o2)cc1
    nt	-8
> CCCCC(CC)COc1ccc(-c2nc(-c3ccc(OC)cc3)nc(-c3ccc(OCC(CC)CCCC)cc3O)n2)c(O)c1 (stereo unspecified)
    nt	-12
> Cn1cc(-c2ccncc2)cc(NC(=O)OCc2ccccc2)c1=O
    7	-14
> Cc1nn(C)c(C)c1-c1cccc(C(=O)NCc2cccnc2)c1
    6	12
> CC(C)N(CCNc1ncnc2nc(NCc3cccnc3)[nH]c12)C(C)C
    -10	0
> COc1ccc(CCNC(=O)c2ccc3nc(N4CCc5ccccc5C4)sc3c2)cc1
    2	-1
> CCOc1ccc(NC(=O)Cn2c(=O)c3c(OCC)c(C)cnc3n(C)c2=O)cc1
    nt	4
> CC(C)OC(=O)N(CCOC(=O)Nc1ccccc1)CCOC(=O)Nc1ccccc1
    nt	-24
> O=C(Nc1ccc2c(c1)OCO2)c1cccc(Nc2nccc3ccccc23)n1
    -8	2
> Nc1cccc(-c2nc(N)c3ncn(-c4ccsc4)c3n2)c1
    -8	3
> COc1cc(Nc2nc(N3CCN(Cc4ccc5c(c4)OCO5)CC3)ncc2C)cc(OC)c1OC
    16	16
> c1ccc(-n2cnc3c(NC4CC4)nc(Nc4cnccn4)nc32)cc1
    -3	9
> O=C1Nc2ccccc2C1(c1ccc(O)cc1)c1ccc(O)cc1
    nt	-27

For reference, two of the compounds above:
The line under a structure holds: ASK1 primary	ULK1 primary
> c1ccc(-n2cnc3c(NC4CC4)nc(Nc4cnccn4)nc32)cc1
    -3	9
> O=C1Nc2ccccc2C1(c1ccc(O)cc1)c1ccc(O)cc1
    nt	-27

Carrying on:
The line under a structure holds: ASK1 primary	ULK1 primary
> O=C(NCCN1CCOCC1)c1cccc(-n2ncc3ccc(-c4cccnc4)cc32)c1
    -18	2
> O=C(Nc1ccc(N2CCOCC2)cc1)c1cccc(Nc2ccc(-n3ccnc3)cc2)n1
    -3	50*
> c1cc(Nc2nccc(Nc3ccc(N4CCOCC4)cc3)n2)ncn1
    13	79*
> CCN(CC)c1nc(NCCc2ccc(O)cc2)nc(N2CCN(c3ccccn3)CC2)n1
    7	-9
> COc1cc2nc(Nc3ccncc3)nc(Nc3ccc(Oc4ccccc4)cc3)c2cc1OC
    4	-28
> CCOc1ccccc1C1/C(=C(\O)c2ccc(OC)cc2C)C(=O)C(=O)N1CCN(C)C (stereo unspecified)
    nt	-3
> NS(=O)(=O)c1ccc(N=NN2CCCCC2)cc1
    nt	-2
> O=C(c1ccccn1)N1CCCC(Nc2ccc3[nH]ncc3c2)C1 (stereo unspecified)
    -21	14
> O=C(Nc1nc(-c2ccncc2)c(-c2ccc(O)cc2)s1)C1COc2ccccc2O1 (stereo unspecified)
    3	-15
> CCN(CC)c1nc(NC2CCN(Cc3ccccc3)CC2)nc(N2CCN(Cc3ccc4c(c3)OCO4)CC2)n1
    24	7
> CCN(CC)C(=O)C1CCCN(c2nc(Nc3ccc(N4CCOCC4)cc3)c3ncn(C(C)C)c3n2)C1 (stereo unspecified)
    9	19
> Nc1nccc(-c2cc(F)c3nc(C4COc5ccc(C(=O)C6CC6)cc5C4)[nH]c3c2)n1 (stereo unspecified)
    -4	-35
> Cc1ccc2c(Cl)cc(Cl)c(O)c2n1
    nt	-5
> CN(C)CCOc1cc(-c2cnc[nH]2)c(F)cc1NC(=O)C1COc2ccccc2O1 (stereo unspecified)
    12	23
> Cc1cc(NCCN(C(C)C)C(C)C)nc(-c2ccc(C(=O)N3CCN(C)CC3)cc2)n1
    0	1

Whole records from above.
`CC(=O)NS(=O)(=O)c1ccc(N)cc1` is listed with ASK1 primary = nt; ULK1 primary = 4
`CC(C)N(CCNc1ncnc2nc(NCc3cccnc3)[nH]c12)C(C)C` is listed with ASK1 primary = -10; ULK1 primary = 0
`Cc1cnc(-c2csc3ccccc23)nc1NCc1ccccc1` is listed with ASK1 primary = -3; ULK1 primary = -6

(continued)
The line under a structure holds: ASK1 primary	ULK1 primary
> Cc1cccc(NC(=O)C2CC(O)CN2C(=O)Oc2ccccc2)c1Cl (stereo unspecified)
    nt	7
> c1ccc(CN2CCC(Nc3nc(Nc4ncccn4)nc4nc[nH]c34)CC2)cc1
    2	14
> O=C(NCc1cccnc1)c1ccnc(-c2ccccc2)c1
    3	-3
> COc1ccc(CCNC(=O)c2cccc(Nc3cc(OC)c(OC)c(OC)c3)n2)cc1
    12	-17
> O=C(Nc1ccc2cn[nH]c2c1)[C@H](O)COc1ccc(Br)cc1
    -4	-3
> Nc1nc(NCCOc2ccccc2)cc(-c2ccc(N3CCOCC3)nc2)n1
    0	-19
> O=C(NC1CC1)c1ccc(-c2nc(NCc3cccnc3)c3ncn(CCN4CCCC4=O)c3n2)cc1
    -13	8
> Nc1cccc(-c2cccc(C(=O)NCc3cccnc3)n2)c1
    -6	5
> CC(C)n1cnc2c(NCCCN3CCCC3=O)nc(NCc3cccnc3)nc21
    2	12
> CC(=O)c1cccc(-c2nc3c(Nc4ccc(N5CCOCC5)cc4)ncnc3n2C(C)C)c1
    15	67*
> Cc1cc(NC2CCN(Cc3ccccc3)CC2)nc(N2CCc3ccccc3C2)n1
    -3	9
> COc1ccc(Nc2cc(C)nc(N3CCN(C(=O)C4CCCCC4)CC3)n2)cc1
    nt	-24
> NC(=O)c1ccc(-c2cc(C(=O)NCCc3ccc(O)cc3)ccn2)cc1
    7	-17
> Cc1noc(C)c1-c1cc(C(=O)Nc2ccc(N3CCOCC3)cc2)ccn1
    -3	5
